Source: PubChem
EWS-Fli block = inhibitors of EWS/Fli oncoprotein transcriptional activity. inhibition, % at 12.6 µM. 0.67% of 350,000 active. A673 NR0B1-luciferase reporter, viability-normalised. AID 651661;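 active means mean inhibition of at least 50% after viability correction, with every replicate also passing that limit; inconclusive means mean reaches 50% but only one of two replicates passes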;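 further: firefly luciferase signal divided by Alamar Blue viability fluorescence both relative to DMSO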
FN deposit inh = fibronectin deposition inhibition | AH1F fibroblasts, Alexa488-fibronectin deposition fluorescence, overnight | inhibition, % at 12.6 µM | 0.086% of 350,000 active | AID 743247;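 active means mean inhibition across replicates of 30% or more, regardless of how many single replicates reach that level; inconclusive means mean under 30% yet at least half of replicates reach 30%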;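 further: positive control wells lacked labelled fibronectin entirely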
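Assay system: AH1F fibroblasts / Quantity: 10000 cells per well / Medium: DMEM plus 2% serum, read in PBS / Reagent: labelled fibronectin 24 nM / Dosing: single dose, pinned / Times: 1 h cell attachment, overnight exposure to compound and label / Signal: fluorescence, ex 485 nm, em 525 nm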
PglD inh = inhibitors of Campylobacter jejuni PglD acetyltransferase | purified PglD enzyme, DTNB colorimetric CoA detection | AID 602405 | 0.098% of 360,000 active | inhibition, % at 12.5 µM; in the data active means inhibition above about 16%, passing the limit was not always enough; inconclusive means no clear call, values can overlap the other calls; further: strong numbers were not always called active
PAX8 reporter = PAX8 transcriptional activity inhibition; RMG-I TPO-luciferase reporter, SteadyGlo, 24 h; 1.2% of 360,000 active; inhibition, % at 12.6 µM;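 active means mean replicate inhibition at least 60% with every replicate also reaching 60%; inconclusive means only one of the two criteria is met; inactive means mean below 60% and not all replicates reaching 60%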;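 further: luciferase light reporting Pax8 driven TPO promoter activity; plate controls were median of neutral control wells for no effect and mitoxantrone controls for full effect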
S100A4 MyoIIA = S100A4-myosin IIA interaction inhibition; P26447; S100A4/TAMRA-MyoIIA peptide fluorescence polarization; inhibition, % at 10.7 µM; 0.14% of 360,000 active; AID 652163;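 active means mean inhibition of at least 70% across replicates, with every replicate also reaching that level; inconclusive means mean inhibition reaches 70% but some replicates fall short; inactive means mean inhibition below 70%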
Target sequence (P26447 whole entry, looked up): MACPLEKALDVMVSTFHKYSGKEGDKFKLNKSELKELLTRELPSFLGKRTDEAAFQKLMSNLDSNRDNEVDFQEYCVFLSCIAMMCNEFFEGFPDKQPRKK
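Material: S100A4 monomer protein / Buffer or medium: 50 mM HEPES pH 7.2, 10 mM CaCl2, 100 mM KCl / Times: 5 min incubation before reading / Benchmarks: neutral control DMSO, positive control TFP / Reagent: labelled myosin peptide probe, 5 nM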
ERAP1 HTS inh = blocks human ERAP1 aminopeptidase activity | Q9NZ08 | recombinant ERAP1, Leu-AMC fluorescence, 60 min | inhibition, % at 10.7 µM | 0.15% of 340,000 active;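 active means mean replicate inhibition of at least 30%, or all replicates individually reaching that 30% level; inactive means mean below 30% and not every replicate reaching it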;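 further: 0% = neutral control wells and 100% = L-leucinethiol positive control wells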
Target sequence (Q9NZ08 whole entry, looked up): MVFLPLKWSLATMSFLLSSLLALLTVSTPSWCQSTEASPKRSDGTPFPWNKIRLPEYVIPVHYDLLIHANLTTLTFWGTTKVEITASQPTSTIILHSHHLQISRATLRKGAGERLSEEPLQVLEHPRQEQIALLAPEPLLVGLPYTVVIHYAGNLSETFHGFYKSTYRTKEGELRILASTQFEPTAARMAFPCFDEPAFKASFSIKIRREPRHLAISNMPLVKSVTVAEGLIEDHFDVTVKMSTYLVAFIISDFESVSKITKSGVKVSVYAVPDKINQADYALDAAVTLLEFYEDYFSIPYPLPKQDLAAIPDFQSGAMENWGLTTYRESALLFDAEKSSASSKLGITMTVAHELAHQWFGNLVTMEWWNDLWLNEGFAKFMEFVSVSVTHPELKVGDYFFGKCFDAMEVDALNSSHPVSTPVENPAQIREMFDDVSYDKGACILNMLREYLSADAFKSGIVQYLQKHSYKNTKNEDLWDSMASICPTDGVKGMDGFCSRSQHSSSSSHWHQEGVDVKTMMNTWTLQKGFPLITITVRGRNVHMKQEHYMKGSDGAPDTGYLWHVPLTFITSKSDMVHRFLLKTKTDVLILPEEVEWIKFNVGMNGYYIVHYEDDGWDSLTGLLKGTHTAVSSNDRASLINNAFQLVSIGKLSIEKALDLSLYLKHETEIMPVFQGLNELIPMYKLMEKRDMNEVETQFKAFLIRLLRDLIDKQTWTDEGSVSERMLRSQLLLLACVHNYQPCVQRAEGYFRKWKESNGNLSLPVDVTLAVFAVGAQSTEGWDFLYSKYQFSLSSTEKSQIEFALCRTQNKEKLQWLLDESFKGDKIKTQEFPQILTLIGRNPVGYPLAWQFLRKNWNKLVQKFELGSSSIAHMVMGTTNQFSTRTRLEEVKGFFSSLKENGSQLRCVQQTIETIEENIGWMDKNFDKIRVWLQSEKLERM
PGC1a acetyl inh = lowers PGC1a acetylation signal in U2OS cells; 0.17% of 350,000 active; AID 651687; inhibition, % at 15.6 µM; AlphaScreen anti-acetyl-lysine; with virally co-expressed GCN5 acetyltransferase;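 active means every replicate shows inhibition of at least 40%; inconclusive means mean inhibition at least 40% but some replicate below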;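 further: 0% = neutral control wells and 100% = positive control wells; some results beyond the cut were filed as inactive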
LGR2 antag = Drosophila LGR2 receptor signaling inhibition. HEK293 LGR2, CRE-luciferase, bursicon-stimulated, 4 h. inhibition, % at 9.99 µM. 0.35% of 380,000 active;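 active means drop in luminescence signal, shown as inhibition above about 50% in the replicate tests, limit read from the data, passing the limit was not always enough; inconclusive means probably only some replicates passing the limit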;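 further: agonist challenge used bursicon conditioned medium at about half maximal strength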
The depositor's hits bear a star; ? = inconclusive; nt = no result given. Not a hit list; 2.1% or so of the library scored in one or more.

SMILES	EWS-Fli block	FN deposit inh	PglD inh	PAX8 reporter	S100A4 MyoIIA	ERAP1 HTS inh	PGC1a acetyl inh	LGR2 antag
COc1ccc(S(=O)(=O)N(C)C[C@H]2Oc3ccc(NC(=O)CCCN(C)C)cc3C(=O)N([C@H](C)CO)C[C@H]2C)cc1	0	nt	-4	12	8	0	-7	-24
CCCNC(=O)[C@@H]1CCCN1C(=O)[C@@H]1Cc2ccccc2CN1	1	-5	0	0	-15	2	10	-12
COc1ccc([C@H]2CC(=O)C=C(c3cc(Cl)ccc3OC)C2)cc1	47	-3	3	32	-5	-1	-4	25
C[C@@H]1CN([C@H](C)CO)S(=O)(=O)c2ccc(C#CC3(O)CCCC3)cc2O[C@H]1CN(C)C(=O)c1ccccc1	6	7	2	nt	8	1	-12	1
COc1cccc(CNC(=O)COC(=O)c2nn(C)c(=O)c3ccccc23)c1	5	1	-4	nt	-3	0	7	-21
CCCN(C)C[C@H]1OCCCC[C@H](C)Oc2ccc(NS(=O)(=O)c3ccc(Cl)cc3)cc2C(=O)N([C@H](C)CO)C[C@H]1C	-3	6	3	36	-5	5	-5	-3
CC1C(=O)Nc2ccc(S(=O)(=O)N3CCN(c4cccc(Cl)c4)CC3)cc2NC1=O (stereo not given)	20	-7	4	39	0	2	-11	-9
C[C@H](CO)N1C[C@H](C)[C@@H](CN(C)C(=O)Nc2cccc(C(F)(F)F)c2)OCc2ccccc2-c2c(n(C)c3ccccc23)C1=O	-1	7	nt	33	6	2	-2	23
CCCC(=O)Nc1ccc2c(c1)C(=O)N(C)C[C@H](OC)[C@@H](C)CN(C(=O)c1ccccc1F)[C@H](C)CO2	6	4	2	nt	1	-2	-4	-4
Cc1noc(C)c1NC(=O)N(C)C[C@H]1Oc2ccc(NC(=O)CCCCCC(=O)Nc3ccccc3N)cc2CC(=O)N([C@H](C)CO)C[C@H]1C	-10	-8	1	-5	-1	0	0	33
CCOC(=O)[C@@H]1[C@H]2COc3ccc(Br)cc3[C@@H]2N2C(=O)N(c3ccc(C(F)(F)F)cc3)C(=O)[C@@]12C	8	-18	0	12	1	0	nt	-16
Cc1nc(-c2cccc(NC(=O)C(C)Oc3ccccc3)c2)cs1 (stereo not given)	nt	nt	-1	-36	1	2	nt	-9
CC1CCc2c(sc(NC(=O)COC(=O)c3ccc(O)cc3)c2C#N)C1 (stereo not given)	-7	-13	-92	-5	-10	-1	5	-16
CO[C@@H](CN(C)C(=O)c1ccccc1F)[C@H](C)CN([C@@H](C)CO)S(=O)(=O)c1ccccc1	-3	2	1	nt	18	0	-12	-3
C[C@@H]1CN([C@@H](C)CO)C(=O)c2cc(N(C)C)ccc2O[C@H]1CN(C)C	-3	1	3	-15	-9	-3	-11	nt
COc1cccc(CNC(=O)c2cc(C)nc3ccccc23)c1	7	1	nt	3	0	6	nt	0
Cc1sc(NC(=O)C2=COCCO2)c(C#N)c1C	-87	-3	8	-155	-4	2	4	-58
COc1ccc(C(C)C)cc1S(=O)(=O)Nc1cccnc1	0	3	-2	-6	15	1	nt	-11
O=C(COC(=O)Cc1ccsc1)NNC(=O)c1ccccc1	2	-1	-3	-10	-2	-1	22	14
COc1cccc(C(=O)Nc2ccc(S(=O)(=O)N3CCN(C)CC3)cc2)c1	-7	-2	1	-8	-2	-4	nt	-4
O=C(OCC(=O)N1CCN(c2ccccc2)CC1)c1cc(F)c(F)cc1Cl	3	0	3	-7	1	-2	-4	7
Cc1ccc(NC(=O)CCc2ccc(S(=O)(=O)N3CCOCC3)cc2)c(O)c1	17	-3	-3	21	0	5	-4	5
C[C@H]1CN([C@@H](C)CO)S(=O)(=O)c2ccc(C3=CCCC3)cc2O[C@@H]1CN(C)C	5	0	4	nt	3	1	?	4
CC1CC(C)CN(CCCNC(=O)c2cn(C)c3ccc(S(=O)(=O)N4CCCC4)cc3c2=O)C1 (stereo not given)	10	-11	-6	5	-7	0	4	-7
CCOc1ccc(S(=O)(=O)N=C(c2ccccc2)N2CCOCC2)cc1	5	nt	4	2	3	-4	6	6
Cc1noc(C)c1NC(=O)N(C)C[C@H]1OCCCC[C@@H](C)Oc2ccc(NC(=O)c3ccncc3)cc2C(=O)N([C@@H](C)CO)C[C@H]1C	2	nt	0	-6	-20	-1	5	0
CCC1(O)CC2CN(CCc3c([nH]c4ccccc34)C(C(=O)OC)(c3cc4c(cc3OC)N(C=O)C3C(O)(C(=O)OC)C(OC(C)=O)C5(CC)C=CCN6CCC43C65)C2)C1 (stereo not given)	44	-29	nt	83*	-19	-15	-11	-30
O=C1C=C(NCc2ccco2)CC(c2ccc(Cl)cc2)C1 (stereo not given)	nt	-7	-1	20	nt	nt	10	nt
COc1ccc(NC(=O)c2cc(CC(C)C)nc3ccccc23)cc1	11	-4	4	56	-20	-1	-13	5
Cc1ccc(CN2CCN(C(=O)CCc3ccccc3)CC2)cc1	8	4	-5	-5	-5	4	5	8
CO[C@@H]1CN(C)C(=O)c2ccc(NC(C)=O)cc2OC[C@@H](C)N(Cc2ccccc2F)C[C@H]1C	5	-13	1	1	-4	-1	-15	-10
Cn1cc(CN2CCC(n3nccc3NC(=O)Cc3ccccc3)CC2)cn1	0	2	-3	-9	5	-2	nt	14
CO[C@H]1CN(C)C(=O)c2cc(NC(=O)c3ccccc3F)ccc2OC[C@H](C)N(C)C[C@@H]1C	-3	10	0	2	16	-3	5	1
COc1ccc(C(=O)NC(=S)N2CCOCC2)cc1[N+](=O)[O-]	nt	0	1	12	-5	3	9	6
Cc1cnc(C(=O)N2CCN(c3ccc(C(F)(F)F)cn3)CC2)cn1	23	-16	-3	8	-7	6	3	7
COC(=O)c1sccc1NC(=O)COc1ccccc1Cl	nt	-1	6	-46	nt	nt	-37	-65
O=C(Nc1cccc(S(=O)(=O)N2CCCCC2)c1)c1ccc(S(=O)(=O)C(F)F)cc1	18	-1	-3	12	-3	0	-16	6
O=C(/C=C\Nc1ccc2c(c1)OCO2)c1ccc(Cl)s1	25	-6	-2	-133	-1	1	4	35
Cc1ccc(S(=O)(=O)N[C@H]2CC[C@@H](CC(=O)NCc3ccncn3)O[C@H]2CO)cc1	6	1	-1	10	-36	-2	10	-24
COc1ccc(-c2nc(CS(=O)CC(=O)NCc3ccc(F)cc3)c(C)o2)cc1 (stereo not given)	nt	9	nt	18	5	-4	nt	-2
C=CCn1c(SCC(=O)Nc2ccc(Br)cc2)nc(O)c(CC)c1=O	nt	-1	-2	-11	0	4	5	-1
COC(=O)NCC(C)OC(=O)Nc1ccc(Cl)cc1 (stereo not given)	-59	-7	nt	-35	-3	4	nt	-32
N/C(CSc1ccc(Cl)cc1)=N\NC(=O)c1ccncc1	3	1	nt	23	-7	-3	-7	47
COc1ccccc1N1CCN(c2ccc3cc(S(=O)(=O)N4CCCCC4)ccc3n2)CC1	nt	9	0	51	-2	12	-3	18
O=C(/C=C/c1ccc2c(c1)OCO2)NCc1ccc(F)cc1	nt	-3	-3	-12	-11	nt	5	15
Cc1ccc(-c2nc(SCC(=O)NCC3CCCO3)c(-c3ccc(C)cc3)[nH]2)cc1 (stereo not given)	-21	9	0	0	-5	6	5	-8
O=C(COC(=O)c1cnccn1)Nc1cc(S(=O)(=O)N2CCOCC2)ccc1Cl	-1	nt	-4	-9	0	0	6	-11
CN(C)c1ncnc2c1ncn2[C@H]1CN(Cc2cccs2)C[C@@H](CO)O1	9	-4	-6	4	-2	1	nt	-4
O=C(C[n+]1cccc(/C=N/O)c1)N1CCCCCC1	6	nt	nt	-5	-21	14	-3	3
O=C(CN1C(=O)NC(CCc2ccccc2)C1=O)N1CCCCCC1 (stereo not given)	-8	-5	-2	-5	-2	3	0	-3
COc1ccc2sc(SCCCS(=O)(=O)O)[n+](CCCS(=O)(=O)[O-])c2c1	-4	3	7	14	8	-2	-4	-6
COc1ccc(NC(=O)N(C)C[C@H]2OCc3ccccc3-c3ccccc3C(=O)N([C@@H](C)CO)C[C@H]2C)c(OC)c1	-2	-5	0	nt	-2	1	-4	2
N=C1C(c2ccccc2)=C(O)CN1c1cccc(S(N)(=O)=O)c1	6	nt	-3	13	-4	1	-5	6
C[C@@H]1CCCCO[C@H](CN(C)S(C)(=O)=O)[C@@H](C)CN([C@@H](C)CO)C(=O)c2cc(NS(C)(=O)=O)ccc2O1	-5	nt	-1	1	23	1	6	-4
CCOC(=O)C1=CC(=O)CC(C)(C)O1	-2	2	-1	nt	-1	-3	-4	-16
Cc1ccc(NC(=O)c2nc[nH]c2C(=O)N2CCOCC2)c(C(=O)c2ccccc2)c1	2	nt	5	14	0	-7	-10	35
COc1ccccc1CNc1nc(Nc2ccccc2Cl)c2sccc2n1	12	3	4	0	-2	1	nt	16
CCOC(=O)c1coc(C(=O)OCC)c1C(=O)OCC	0	5	7	2	-2	0	4	-4
CN(C)C(=O)[C@@H]1[C@@H](CO)[C@@H]2Cn3c(ccc(C4=CCCC4)c3=O)[C@H]1N2CC1CCCCC1	0	nt	4	nt	1	0	nt	12
C/C=C(\C)C(=O)Nc1cccc(C2=NOC3(C2)C[C@H](C(N)=O)N(C(=O)C(c2ccccc2)c2ccccc2)C3)c1 (stereo not given in full)	-1	-6	-1	10	nt	nt	nt	8

Whole records, looked up by structure. Values in the order: EWS-Fli block | FN deposit inh | PglD inh | PAX8 reporter | S100A4 MyoIIA | ERAP1 HTS inh | PGC1a acetyl inh | LGR2 antag
`O=C(C[n+]1cccc(/C=N/O)c1)N1CCCCCC1` as listed: 6 | nt | nt | -5 | -21 | 14 | -3 | 3
`Cc1sc(NC(=O)C2=COCCO2)c(C#N)c1C` as listed: -87 | -3 | 8 | -155 | -4 | 2 | 4 | -58

Continuation:
SMILES	EWS-Fli block	FN deposit inh	PglD inh	PAX8 reporter	S100A4 MyoIIA	ERAP1 HTS inh	PGC1a acetyl inh	LGR2 antag
COc1ccc(N2CCN(C(=O)c3[nH]c(C(F)(F)F)nc3-c3ccccc3)CC2)cc1	-9	4	-1	8	-5	nt	10	-8
Cc1cc(C(=O)COc2ccccc2[N+](=O)[O-])c(C)n1C1CC1	-84	-12	nt	-4	0	-1	nt	-20
C[C@H](CO)N1C[C@H](C)[C@@H](CN(C)C(=O)Nc2ccccc2)OCCCC[C@H](C)Oc2ccc(N(C)C)cc2C1=O	6	nt	-1	-16	3	0	0	22
Cn1c(=O)c(C(=O)CN2CC(=O)Nc3ccccc32)c(N)n(Cc2ccccc2)c1=O	5	-7	-4	-4	-3	-4	2	23
O=C(C[C@@H]1CC[C@H]2[C@@H](COC[C@@H](O)CN2C(=O)c2ccncc2)O1)NCc1ccc(-c2ccccc2)cc1	-3	-6	1	-45	?	-4	8	2
CCCN1[C@@H]2Cn3c(ccc(-c4ccccc4)c3=O)[C@H]1[C@@H](C(=O)N1CCCCC1)[C@@H]2CO	-10	nt	3	nt	5	0	nt	-12
COc1cccc(NC(=O)C[C@H]2CC[C@H]3[C@@H](COc4ccc(NC(=O)C5CCCCC5)cc4C(=O)N3C)O2)c1	2	-12	2	5	-9	-2	-3	-18
Nc1cc(C(F)(F)F)ccc1-n1cccc1	1	-10	nt	14	-3	-1	nt	-2
COc1ccc(NS(=O)(=O)c2cccc(C(=O)Nc3cccc(C(=O)O)c3)c2)cc1	-5	-2	-2	4	-9	-15	-13	4
O=c1c2ccccc2nc(-c2ccccc2Cl)n1O	5	nt	nt	6	-6	-10	9	-18
COc1ccc(CN2C(=O)[C@H]3Cc4c([nH]c5ccccc45)C(C)(C)N3C2=O)cc1	4	-1	2	29	2	0	nt	?
